Peg3 imprint: qHTS Assay for Compounds that Induce Erasure of Genomic Imprints. mouse ES Peg3-LacZ reporter, beta-gal luminescence, 40 h. Potency, µM (top dose mostly 60.7 µM), for the others: at the top dose activity change, positive = activation, most hits filed as activators. 110,000 tested, 0.02% active;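 also: 0% = negative control wells on the plate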
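Imprint erasure is scored as LacZ activity from the silenced maternal Peg3 allele in feeder-free female ES cells cultured 40 h with LIF. Luminescence is normalized to in-plate negative controls and fitted to the Hill equation.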
p53ts 32C tox: qHTS Screen for Compounds that Selectively Target Cancer Cells with p53 Mutations: Cytotoxicity of p53ts Cells at the Permissive Temperature. H1299-p53A138V at 32C, ATP luminescence viability, 24 h. Potency, µM (highest dose often 46.1 µM), without a hit: top-dose activity change, negative = cytotoxicity, actives largely listed as cytotoxic. 130,000 tested, 0.93% active. AID 924, 2007;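 also: 0% = DMSO and -100% = full killing by reference compound; nearly all actives have a fitted effect of over 55% in size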
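ATP-content luminescence (ATPlite) read-out after 24 h compound exposure at 32C in H1299-p53A138V cells (600/well). Tested up to 46 uM. Normalized to DMSO (0%) and 100 uM tamoxifen (100% killing); Hill-fit AC50.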
IkB sig inh: IkB Signaling; Potency, µM (series often up to 57.1 µM), for inactives: at the top dose IkBa stabilization activation; 110,000 tested, 0.04% active; AID 445, 2006; ABC-DLBCL IkBa-CBG/CBR dual luciferase ratio, 4 h; response scale: scaled: untreated 0%, proteasome inhibitor 100%; active = well fitted curve in the direction sought with a large enough effect in the signal ratio, not every such curve was filed as active; inconclusive = small, poorly fitted or top-dose-only effect, or a change in a side signal; the % refers to the signal ratio;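 also: the direction sought is a rising ratio; 0% = basal untreated cells and 100% = reference inhibitor full response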
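In this assay, an IκBα–CBG68 fusion accumulates when IKK-driven degradation is blocked; native CBR normalizes for cell number. OCI-Ly3 cells were treated 4 h with compound and doxycycline, then green and red light read after Chroma-Glo addition.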
p53ts 39C tox: qHTS Screen for Compounds that Selectively Target Cancer Cells with p53 Mutations: Cytotoxicity of p53ts Cells at the Nonpermissive Temperature. Potency, µM (titrated, usually from 46.1 µM), without a hit: at the top dose activity change, negative = cell killing, actives largely listed as cytotoxic. 130,000 tested, 1.5% active. H1299-p53A138V viability at 39C, ATP luminescence, 24 h; also: nearly all actives have a fitted effect of over 55% in size
* hit, by the source's call; ? = inconclusive; . = not tested or not shown; [ ] = another dose, or the depositor's remark. Unless noted, calls follow the shape of the dose curve; as a rule, active = well fitted curve in the direction sought with a large enough effect; inconclusive = small, poorly fitted or top-dose-only effect, or another doubt; inactive = no such curve, though single readings can be large; an effect the other way counts as inactive or inconclusive. Unless noted, % is scaled to controls: 0 for no effect and ±100 for the full control effect; potency is read from the fitted curve at half-maximal effect. This is a random part of the collection. About 1.8% of those tested had a hit in this group.

Under each structure – Peg3 imprint, p53ts 32C tox, IkB sig inh, p53ts 39C tox
> NC(=O)CSc1nnc(-c2ccc(S(=O)(=O)N3CCCC3)cc2)n1Cc1ccco1
    6.5%, -0.2%, 3.5%, 4.7%
> CCc1ccccc1NC(=O)C1=CC(c2ccc3c(c2)OCO3)=NS(=O)(=O)N1C
    2.8%[10.9 µM], -1.8%, ?, 0.9%
> COc1ccccc1-c1nc(C#N)c(N2CCC(Cc3ccccc3)CC2)o1
    -17.8%, 1.1%, 2.2%, -0.5%
> COc1ccccc1CNC(=O)C1CCC(CNc2c(N3CCOCC3)c(=O)c2=O)CC1 (stereo not drawn)
    -1.2%, 2.7%, 3.1%, 6.1%
> CCn1c(SCC(=O)Nc2sc(C)c(C)c2C#N)nnc1C(C)C
    -7.9%, 1.1%, 1.8%, -7.1%
> Cc1ccccc1NC(=O)NCCCN1CCN(C2CCCCC2)CC1
    -10.4%, -6.2%, -1.0%, 6.1%
> CCOC(=O)CCc1nn(C)c(=O)c2ccccc12
    -2.5%, 3.4%, 1.3%, -1.8%
> CCCNS(=O)(=O)c1ccc(NC(=O)c2ccccn2)cc1
    -77.6%[inhibitor], -20.9%, -0.4%, -11.9%
> COc1ccc(-c2nc(-c3ccc(Br)cc3)no2)c(OC)c1
    -18.2%, ?, 0.0%, -20.2%
> CCCC(=O)N1CCN(c2ccc(C(=O)c3ccc(OC)c(Br)c3)cc2F)CC1
    -4.7%, 4.6%, 3.3%, 5.8%
> COc1ccccc1CNC(=O)c1oc2ccc(S(=O)(=O)N3CCCC3)cc2c1C
    -17.0%, -7.7%, 1.4%, -4.9%
> CN(C)C(=O)c1ccc(-c2nc(Nc3ccncc3)c3ccccc3n2)cc1
    -7.1%, ?, -8.5%[11.4 µM], ?
> Cc1ccc(C)c(Cn2c(=O)n(Cc3ccc(C(=O)NC4CCN(Cc5ccccc5)CC4)cc3)c(=O)c3ccccc32)c1
    -6.7%[10.9 µM], 5.7%, 1.0%, -3.9%
> Cc1ccc(S(=O)(=O)N(Cc2nc(-c3cccc(C)c3)no2)C2CCCCC2)cc1
    -17.8%[10.9 µM], 8.1%, -1.1%, -17.2%
> CCc1c(C)nc2ncnn2c1N1CCC(C(=O)Nc2ccccc2)CC1
    -15.9%, -10.7%, 3.8%, -3.6%
> CCN(C(=O)c1nn(-c2ccc(C)cc2)c(=O)c2c1c1ccccc1n2C)c1ccc(F)cc1
    -7.1%[10.9 µM], 4.8%, ?, 13.9%
> C=CCN=C(NC#N)SCc1ccccc1Cl
    -9.8%, 0.9%, 1.7%, -12.8%
> Cn1c(Cn2c(=O)sc3ccccc32)nnc1SCC(N)=O
    3.9%, 0.5%, -2.4%, 16.2%
> C=CCN(c1ccc(C(N)=O)cc1)S(C)(=O)=O
    14.8%, -6.9%, 0.2%, 13.4%
> Fc1ccc(CNn2cnnc2SCc2ccc(F)cc2)cc1
    ., -5.4%, ., 6.2%
> CCOc1ccc(NC(=O)CCc2c(C)nc3c(-c4ccccc4)c(C)nn3c2C)cc1
    -3.4%[10.9 µM], -13.2%, -0.5%, -24.6%
> O=C(CN1C(=O)COc2ccc(S(=O)(=O)N3CCOCC3)cc21)NCc1ccc(Cl)cc1
    13.1%[10.9 µM], -1.0%, 1.0%, 3.4%
> C1=C(c2ccccc2)Nc2nnnn2C1
    -18.5%, 2.3%, 1.1%, -5.2%
> CN(C)CCCN1C(=O)C(=O)/C(=C(/O)c2ccc(OCc3ccccc3)cc2)C1c1cccnc1 (stereo not drawn)
    -3.7%, -1.7%, -1.0%, -7.3%
> Cc1nc(NC(=O)CSc2ccccc2N)sc1C
    -6.7%, -17.7%, 1.4%, -12.1%
> CCOc1ccc(Nc2cc(C)nc(-n3nc(C)cc3C)n2)cc1
    -32.7%[inhibitor], -24.4%, 1.5%, 18.2%
> CCN(CC)S(=O)(=O)c1ccc(C(=O)NC2CC(=O)N(c3ccc(OC)c(OC)c3)C2)cc1 (stereo not drawn)
    7.3%[10.9 µM], 10.2%, 1.9%, ?
> O=C(NCc1ccc2c(c1)OCO2)c1ccc(COc2cccc(Cl)c2)o1
    -28.0%, -16.0%, ?, -15.4%
> Cc1cc(C)c(C#N)c(SCC(=O)OC2CCCCC2)n1
    -7.2%, -11.5%, ?, -1.1%
> Cc1ccc(C(=O)c2ccccc2C(=O)O)c(O)c1
    4.8%, 1.4%, 0.0%, 14.9%
> COc1ccccc1NC(=O)Cn1c(=O)n(CCc2ccccc2)c(=O)c2c3c(sc21)CN(C(C)=O)CC3
    -10.9%[10.9 µM], 8.9%, ?, -10.9%
> CCCCCn1c(N2CCC(C(N)=O)CC2)nc2c1c(=O)[nH]c(=O)n2C
    ., 17.3%, -3.5%, -2.6%
> COc1ccc(NC(=O)c2ccco2)cc1NC(=O)c1ccccc1[N+](=O)[O-]
    -4.0%[10.9 µM], -9.2%, 7.5%, 7.5%
> COC(=O)[C@@]1(Cc2ccc(F)cc2)[C@H]2c3cc(C(=O)N4CCCC4)n(CCc4ccccn4)c3C[C@H]2CN1C(=O)c1ccccc1
    -12.3%, 6.7%, ., -10.3%
> COc1cc(C2C(C(=O)c3cccs3)=C(O)C(=O)N2Cc2ccco2)cc(OC)c1OC (stereo not drawn)
    10.6%, 7.9%, -1.6%, 14.2%
> Cc1ccc(-c2cc(NC(=O)C(C)Oc3ccccc3F)on2)cc1 (stereo not drawn)
    -2.5%[10.9 µM], -8.0%, ?, -13.4%
> [O-]/[N+](=N\O)c1ccccc1
    3.2%, 3.0%[1.84 µM], -1.3%, 8.8%
> O=C(NCCc1ccccn1)c1n[nH]c(=O)c2ccccc12
    -3.7%, 6.8%, ?, -1.5%
> COc1c(Cl)cc(Cl)cc1/C=N/n1cnnc1
    -12.0%, -1.9%, 0.5%, -16.4%
> COc1ccc(CC(=O)NCc2ccc3c(c2)CCN3C(=O)c2ccc(Cl)cc2)cc1OC
    -12.1%[10.9 µM], -9.4%, ?, 27.2%
> COc1ccc(-c2noc(CCC(=O)NCc3cccnc3)n2)cc1OC
    -6.9%, 3.1%, -1.6%, 2.6%
> COc1ccccc1C(=O)Nc1ccc2oc(-c3cccc4c(Br)cccc34)nc2c1
    -7.3%[10.9 µM], 12.0%, 1.4%, -8.4%
> CCc1ccc(Nc2nc3c(S(=O)(=O)c4cccc(Cl)c4)nnn3c3ccsc23)cc1
    -11.5%[10.9 µM], 0.3%, -1.2%, -10.4%
> C=CC(=O)CC
    31.6µM*, 8.2%[1.84 µM], 3.1%, -7.6%
> CC1C(=O)Nc2ccc(S(=O)(=O)Nc3ccccc3Br)cc2NC1=O (stereo not drawn)
    21.8%[10.9 µM], 22.8%, -0.5%, ?
> Cc1sc2ncn(CC(=O)N3CCN(c4cccc(Cl)c4)CC3)c(=O)c2c1S(=O)(=O)N1CCN(c2ncccn2)CC1
    -7.7%[10.9 µM], 20.5%, 2.8%, -8.7%
> Cc1ccccc1Cn1c(=O)n(CC2CCC(C(=O)N3CCC(C)CC3)CC2)c(=O)c2sccc21 (stereo not drawn)
    -17.5%[10.9 µM], 55.9%[activator], ?, 13.5%
> CCC1CCCCN1S(=O)(=O)c1ccc(S(=O)(=O)N2CCN(S(=O)(=O)CC)CC2)cc1 (stereo not drawn)
    -20.9%, ?, -0.6%, -28.0%
> O=C(CSc1nc(-c2ccccc2)cn1-c1ccccc1F)Nc1ccc(F)cc1
    -9.3%[10.9 µM], 18.1%, 5.2%, -4.9%
> O=C(CC(c1ccccc1)c1cc(Br)ccc1O)NCC1(c2ccccc2)CCCC1 (stereo not drawn)
    -4.4%[10.9 µM], ?, ?, 10µM*

(next part)
Under each structure – Peg3 imprint, p53ts 32C tox, IkB sig inh, p53ts 39C tox
> O=C1C2CCCN2C(c2cccs2)N1c1ccc(Cl)cc1 (stereo not drawn)
    -29.9%, -22.9%, -0.4%, -24.5%
> O=[N+]([O-])c1cccc2ccc(/C=C/c3ccc(C(F)(F)F)cc3)nc12
    ., -12.7%, ., 11.0%
> CCCn1c(CN(C)Cc2ccccc2)nc2c1c(=O)n(C)c(=O)n2C
    -12.9%, 2.9%, ?, -1.9%
> C=CCc1ccc(OC(=O)c2ccccc2)c(OC)c1
    -3.7%, -5.3%, ., 1.7%
> Cc1cc(C)c(-c2n[nH]c3c2C(c2ccccc2F)N(Cc2ccco2)C3=O)c(O)c1 (stereo not drawn)
    -15.9%[10.9 µM], -22.6%, ?, 15.8µM*
> O=C(NC(=O)c1ccccc1)OCC(F)(F)F
    -1.1%, 0.6%, -0.1%, 4.8%
> COc1ccccc1Cc1nc(-c2ccc(Br)o2)no1
    -16.9%, 0.1%, ?, -12.0%
> O=C(Nc1cccnc1Cl)c1cc(-c2cccc(Cl)c2)on1
    6.8%[10.9 µM], 8.3%, 62.8%, 13.2%
> COC(=O)CC1=C(C(=O)OC)C(c2cccs2)C(C#N)=C(N)O1 (stereo not drawn)
    -0.3%, 0.7%, 3.7%, -4.9%
> O=C(c1cc2nc(C3CC3)cc(C(F)F)n2n1)N1CCOCC1
    10.1%, 6.8%, -3.5%, 8.1%
> CCOC(=O)c1c(C)nc(-c2ccccc2)nc1NC(=O)C(C)C
    -22.7%, -11.2%, 5.5%, -9.6%
> Cc1ccc(Nc2c(-c3ccc(C)cc3)nc3ccc(C)cn23)cc1
    4.9%[10.9 µM], 12.8%, -0.8%, ?
> COc1cc(NC(=O)CC2C(=O)N(c3ccc(Cl)cc3)C(=O)N2Cc2cccs2)cc(OC)c1 (stereo not drawn)
    -6.0%[10.9 µM], -8.8%, ?, ?
> CCCOC(=O)c1ccc(Oc2cn[nH]c2-c2ccc(OCC)cc2O)cc1
    -42.5%[inhibitor], ?, ?, ?
> CCOc1cc(C(=O)Nc2ccc(-c3nc4cc(Cl)ccc4o3)cc2)cc(OCC)c1OCC
    -6.0%[10.9 µM], -4.0%, -3.0%, 3.2%
> CCN(CC)C(=O)CSc1nnc(-c2cccnc2)n1CCc1ccccc1
    18.9%, -5.1%, 0.5%, 0.9%
> O=C1COc2cc(S(=O)(=O)CCC(=O)N3CCN(c4ccccc4)CC3)c(Cl)cc2N1
    -6.1%[10.9 µM], 0.5%, -0.2%, 1.1%
> O=S(=O)(c1ccc(Br)cc1)c1nnn2c1nc(Nc1cccc(C(F)(F)F)c1)c1sccc12
    22.3%[10.9 µM], 2.4%, -2.0%, -6.4%
> COC(=O)CSc1nnnn1-c1ccccc1
    -1.0%, 8.7%, 3.5%, 0.1%
> CCCSC1=C(C#N)C(c2ccc(Cl)cc2Cl)CC(=O)N1 (stereo not drawn)
    -4.7%, 22.5%, 2.1%, 15.8%
> O=C(OCc1c(Cl)cccc1Cl)c1cnccn1
    16.8%, 0.7%, 0.9%, 3.4%
> Cc1ccc(NC(=O)c2c(NC(=O)c3ccc(F)cc3)sc3c2CCCC3)cc1C
    -14.0%[10.9 µM], -2.3%, ?, 14.6%
> CNC(=O)c1c(NC(=O)c2nc3ccccc3s2)sc2c1CCC2
    -12.3%, -7.7%, ?, -22.2%
> O=C(c1cc2ccccc2oc1=O)N1CCSC1c1ccco1 (stereo not drawn)
    3.5%, -4.7%, 0.6%, -10.1%
> O=C1NC2(CCCc3ccccc32)C(=O)N1Cc1nnc(-c2ccccc2Br)o1 (stereo not drawn)
    -16.7%, 0.1%, ?, -3.6%
> COc1ccc(OC)c(Nc2nc3ccccc3nc2-n2nc(C)cc2C)c1
    -3.0%[10.9 µM], 2.1%, 6.9%, -0.3%

Source: PubChem BioAssay
